TDP1 cell noCPT: qHTS for Inhibitors of human tyrosyl-DNA phosphodiesterase 1 (TDP1): qHTS in cells in absence of CPT. DT40 Tdp1-/- hTDP1 cells, no CPT, ATP luminescence, 48 h. AID 686978, 2013. Potency, µM (highest dose often 46.2 µM), without a hit: top-dose activity change, negative = growth inhibition, most hits filed as inhibitors. actives 15% (n = 420,000); also: nearly all actives have a fitted effect of over 55% in size
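Camptothecin absent (DMSO only). Human TDP1-complemented DT40 knockout cells, 400 cells/well, 37 °C for minimum 48 hr; ATP measured via CellTiter-Glo, 30 min dark incubation, luminescence.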
TDP1 block: TDP1 (human) enzyme inhibition; Q9NUW8; recombinant TDP1, AlphaScreen DNA substrate cleavage; Potency, µM (titrated, usually from 130 µM), for the others: at the top dose activity change, negative = inhibition, hits mostly inhibitors; actives 0.28% (n = 350,000); also: nearly all actives have a fitted effect of over 40% in size
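E. coli-derived human Tdp1, 1 nM final. Cpd preinc 15 min RT; substrate 15 nM final, 5 min RT; AS bead mix 10 ug/ml final, 10 min RT. Signal loss = tyrosine-FITC cleavage. No-enzyme wells = max signal.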
GCN5L2 inh: inhibitors of human GCN5L2 histone acetyltransferase. Q92830. GCN5L2 HAT assay, ThioGlo1 CoA-SH fluorescence. Potency, µM (series often up to 58.9 µM), inactives show at the top dose activity change, negative = inhibition, usual class: inhibitors. actives 0.21% (n = 390,000)
Target sequence (Q92830 whole entry, looked up): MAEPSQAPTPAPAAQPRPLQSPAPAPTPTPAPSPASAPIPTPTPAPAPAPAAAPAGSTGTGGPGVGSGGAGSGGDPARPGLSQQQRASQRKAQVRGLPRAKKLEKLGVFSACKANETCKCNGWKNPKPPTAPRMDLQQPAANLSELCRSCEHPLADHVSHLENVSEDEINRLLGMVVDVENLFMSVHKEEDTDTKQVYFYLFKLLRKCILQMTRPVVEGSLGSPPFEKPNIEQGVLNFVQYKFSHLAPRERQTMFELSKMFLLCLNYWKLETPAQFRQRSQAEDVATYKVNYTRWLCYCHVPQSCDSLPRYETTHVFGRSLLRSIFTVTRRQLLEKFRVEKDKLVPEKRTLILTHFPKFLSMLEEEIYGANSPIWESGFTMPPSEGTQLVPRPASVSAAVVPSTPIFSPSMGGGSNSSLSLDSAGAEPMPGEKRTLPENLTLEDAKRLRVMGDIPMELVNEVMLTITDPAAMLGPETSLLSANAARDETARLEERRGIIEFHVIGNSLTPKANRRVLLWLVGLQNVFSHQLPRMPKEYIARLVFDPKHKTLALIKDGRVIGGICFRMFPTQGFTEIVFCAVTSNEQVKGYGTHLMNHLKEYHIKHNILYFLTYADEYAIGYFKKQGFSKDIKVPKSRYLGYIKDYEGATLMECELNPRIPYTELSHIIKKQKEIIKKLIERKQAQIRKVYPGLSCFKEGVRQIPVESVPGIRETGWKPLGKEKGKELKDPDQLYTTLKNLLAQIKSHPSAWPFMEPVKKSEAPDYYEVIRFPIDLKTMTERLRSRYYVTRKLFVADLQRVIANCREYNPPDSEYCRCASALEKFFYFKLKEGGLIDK
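Preincubate 20nM GCN5L2 with compound 15 min, RT → add 50uM ThioGlo1 + 75uM H3(1-25) + 70uM acetyl-CoA → read fluorescence 0 and 20 min. Primary qHTS; fluorescent artifacts likely.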
* marks the source's active call; other numbers are inactive results; ? = inconclusive; · = not tested or not shown; & = joins results of further samples; ! = not active in a repeat; [ ] = another dose, or the depositor's remark. Calls follow the shape of the dose curve; as a rule, active = well fitted curve in the direction sought with a large enough effect; inconclusive = small, poorly fitted or top-dose-only effect, or another doubt; inactive = no such curve, though single readings can be large; an effect the other way counts as inactive or inconclusive. % is scaled to controls: 0 for no effect and ±100 for the full control effect; potency is read from the fitted curve at half-maximal effect. Not all compounds are listed; the hit share may differ from the screen's.

SMILES	TDP1 cell noCPT	TDP1 block	GCN5L2 inh
CCN(CC)S(=O)(=O)c1c(OC)cc(C)c(Cl)c1C	?	-4%	-22%
O=C(OCC(=O)C12CC3CC(CC(C3)C1)C2)c1ccc(CO)cc1	-3%	0%	-1%
Cc1cc(OCC(=O)NCC(c2cccs2)N2CCOCC2)ccc1C(C)C (stereo unspecified)	?	1%	-3%
CCCCn1nc(NC(=O)CC)c2cc3cc(OC)ccc3nc21	?	·	-8%
Nc1c(Br)c(=O)[nH]c(=O)n1-c1ccc(F)cc1	23µM*	·	2%
Cc1c(C(=O)NCc2ccccc2Cl)sc2ncnc(N(C)C3CCCCC3)c12	18µM*	3%	3%
CN1CC(c2ccccc2)C(c2ccc(Cl)cc2)=N1 (stereo unspecified)	?	-3%	0%
O=C(c1ccc(Br)cc1)N(Cc1cccs1)c1ccc(F)cc1	?	-8%	-13%
COc1ccc(CNC(=O)CSc2nnc(C)s2)cc1	-5%	2%	-2%
CCOC(=O)c1cc(-c2ccccc2)nc2nc(N3CCCCC3)sc12	?	-4%	-20%

Three structures from above, ordered by SMILES length, smallest number first.
SMILES	TDP1 cell noCPT	TDP1 block	GCN5L2 inh
Nc1c(Br)c(=O)[nH]c(=O)n1-c1ccc(F)cc1	23µM*	·	2%
CCOC(=O)c1cc(-c2ccccc2)nc2nc(N3CCCCC3)sc12	?	-4%	-20%
O=C(OCC(=O)C12CC3CC(CC(C3)C1)C2)c1ccc(CO)cc1	-3%	0%	-1%

(more compounds)
SMILES	TDP1 cell noCPT	TDP1 block	GCN5L2 inh
O=Cc1ccc(OCCCOc2cccc3cccnc23)cc1	?	5%	5%
O=C(Nc1cccnc1)C1CCCN(S(=O)(=O)c2ccccc2)C1 (stereo unspecified)	-19%	4%	-3%
CCN(CC)c1nc(Nc2ccc(Cl)cc2)nc(OCC#N)n1	?	5%	-5%
Cc1c(C#N)c2ncnc(N)c2n1-c1ccccc1	-37%	1%	-1%
N#Cc1nc(COc2ccc(Cl)cc2Cl)oc1N1CCN(c2ccccc2)CC1	?	2%	-12%
C=CCN1c2ccccc2[C@]23C[C@@H](C(=O)OC)N(C(=O)c4ccc(Br)cc4)C2=NC(C(=O)OC)=C(C(=O)OC)[C@H]13	?	16%[12.3 µM]	20%
Cc1nc2ccccc2c(=O)n1/N=C/c1cccnc1	-4%	4%	-5%
COc1ccc(NC(=O)c2cc(Br)ccc2Cl)c(OC)c1	-14%	6%	-2%
N#C/C(=C\c1ccc(-c2cccc([N+](=O)[O-])c2)o1)C(=O)Nc1nc(-c2cccs2)cs1	?	·	0%
Cc1noc(C)c1COC(=O)CCCc1c[nH]c2ccccc12	-16%	-1%	?
O=C(CSc1nnc(Cc2cccs2)n1-c1ccccc1)NC1CCCCC1	?	2%	-1%
CCC1CCCCN1CCCNC(=O)C1CCN(c2nnc(-n3cccc3)s2)CC1 (stereo unspecified)	2%	5%	-6%
Cn1nc(C(=O)NC2CCCCCC2)ccc1=O	-30%	0%	2%
O=C(NN=C1CCCCCCCCCCC1)c1ccccc1F	-19%	5%	0%
CCOC(=O)C1=C(N)N2C(=O)C(C)SC2=C(C(=O)OCC)C1c1ccc(O)cc1 (stereo unspecified)	-14%	·	-8%
Cc1cc(NC(=O)CSc2nnc(-c3ccncc3)n2C)n(-c2ccccc2)n1	-3%	·	-1%
O=c1c(Cc2ccccc2O)c(O)nc2n1CCCS2	?	0%	0%
CCOc1ccc(NC(=O)CN(C)C(=O)C2CC(=O)N(CCc3ccccc3)C2)cc1OCC (stereo unspecified)	10%	·	-2%
CN(C)S(=O)(=O)Nc1ccc(NS(=O)(=O)N(C)C)c(S(=O)(=O)c2ccccc2)c1	-3%	-1%	-2%
Cc1cc(C)cc(NC(=O)CN2C(=O)CCc3cc(S(=O)(=O)N4CCCCC4)ccc32)c1	?	4%	3%
O=C(c1ccc(Br)s1)N(Cc1cccnc1)c1nc2ccc(F)cc2s1	-21%	0%	-4%
CC[C@H](C)[C@H](NC(=O)CNC(=O)[C@@H](NC(=O)[C@@H](NC(=O)[C@H](Cc1ccc(O)cc1)NC(=O)[C@H](CC(C)C)NC(=O)[C@H](C)NC(=O)[C@H](CCC(N)=O)NC(=O)CNC(=O)[C@@H]1CCCN1C(=O)CNC(=O)[C@H](Cc1ccccc1)NC(=O)[C@H](Cc1cnc[nH]1)NC(=O)[C@@H](NC(=O)CNC(=O)[C@H](CCCNC(=N)N)NC(=O)[C@H](CCCNC(=N)N)NC(=O)[C@@H](NC(=O)[C@H](CC(N)=O)NC(=O)[C@@H](N)CS)[C@@H](C)O)[C@@H](C)CC)[C@@H](C)O)[C@@H](C)O)C(=O)O	·	13%	1%
CCn1c(C(C)NS(=O)(=O)c2ccc(Cl)cc2)n[nH]c1=S (stereo unspecified)	14%	2%	-27%
COc1ccc(-c2cc(C(=O)N3CCN(c4ccccc4)CC3)no2)cc1	21µM*!	-5%&7%	-23%&-4%
Cc1ccc(OCC(=O)Nn2cnc3ccccc32)cc1	-10%	0%	43%[activator]
Cc1ccccc1N1C(=O)C(Oc2ccc(Cl)cc2)C1CNC(C)(C)C (stereo unspecified)	?	3%	0%
COc1ccc(-n2nc3c(c2NC(=O)c2c(F)cccc2Cl)CS(=O)C3)cc1 (stereo unspecified)	0%	5%	-7%
COc1ccc(N/C=C2/CCCCC2=O)cc1	?	7%	?
Cn1c(SCc2nc3ccccc3[nH]2)nnc1-c1ccccn1	?	-1%	·
CC(C)c1ccccc1NC(=O)COC(=O)/C=C/c1cccc([N+](=O)[O-])c1	?	4%	1%
COc1cc(OC)c(OC)cc1CN1CCN(S(=O)(=O)c2ccc(NC(C)=O)cc2)CC1	-19%	-9%	-6%
Cc1c(Cl)cnc(NC(=O)CSc2nnnn2C)c1Cl	8%	-8%	-2%
Cc1cccc(NCCC(=O)c2ccc(Br)cc2)c1	23µM*	0%	1%
COC(=O)C1=CN(C)C=C(C(=O)OC)C1c1ccc(O)c(OC)c1	-9%	-2%	-23%
Cc1ccc(C)c(N(C(=O)CNC(=O)c2ccco2)C(C(=O)NC2CCCCC2)c2ccncc2)c1 (stereo unspecified)	-3%	8%	-5%
CC(=O)c1ccc(N2CCN(C(=O)c3nn(Cc4ccccc4)c(=O)c4ccccc34)CC2)cc1	18µM*	8%	-13%
O=C(NCCc1c[nH]c2ccccc12)c1cc(S(=O)(=O)N2CCCCC2)ccc1N1CCOCC1	13µM*	8%	-9%
COc1cc(CNCCSc2nnnn2C)cc(Br)c1OCc1ccccc1	?	0%	2%
COc1cc(C(=O)Nc2c(C(=O)O)[nH]c3ccccc23)cc(OC)c1OC	5%	·	0%
COc1ccc(NC(=O)COC(=O)CO/N=C(\C)c2ccc3c(c2)OCO3)cc1S(N)(=O)=O	-11%	1%	-1%
CC(=O)NCCNc1nc(-c2ccc(C(=O)N(C)C)cc2)nc2ccccc12	-29%	·	-10%
Cc1c(Cl)cnc(NC(=O)COC(=O)C2CCCC2)c1Cl	15%	-8%	-20%
COCCNc1nc(N)c([N+](=O)[O-])c(NCCO)n1	-10%	-4%	-8%
Cc1cc(C)c(C#N)c(SCC(O)CS(=O)(=O)Cc2ccccc2)n1 (stereo unspecified)	-21%	4%	-1%
Cc1nnc(C)c2c(C)n(-c3ccc(Br)cc3)c(C)c12	·	8%	-4%
C=CCNC(=S)NNC(=O)c1cccn(Cc2ccc(Cl)cc2)c1=O	-8%	2%	-1%
CCCCCc1ccc(-c2cn(Cc3ccc(C(=O)c4ccccc4)cc3)nn2)cc1	4.1µM*	·	-1%
CSCCNC(=O)c1ccc(C(C)(C)C)cc1	-22%	2%	3%
Cc1cccc(-n2nnnc2S(C)(=O)=O)c1	0.73µM*	5%	-1%
C=CCOC(=O)C1=C(C)OC(N)=C(C#N)C1c1ccoc1 (stereo unspecified)	-1%	5%	-5%

Single records, from the list above. Screens in order: TDP1 cell noCPT	TDP1 block	GCN5L2 inh
Cc1cc(C)c(C#N)c(SCC(O)CS(=O)(=O)Cc2ccccc2)n1 (stereo unspecified) is listed with -21%	4%	-1%
CCCCCc1ccc(-c2cn(Cc3ccc(C(=O)c4ccccc4)cc3)nn2)cc1 is listed with 4.1µM*	·	-1%

Continuation:
SMILES	TDP1 cell noCPT	TDP1 block	GCN5L2 inh
Cc1ccc([N+](=O)[O-])cc1NC(=S)NC(=O)c1c(Cl)cnn1C	9%	1%	-7%
Nc1ccc(/C=C/C(=O)c2cccs2)cc1	?	0%	-3%
CCN(Cc1ccccc1)c1ccc(/C=N/NC(=S)NC(C)C)cc1	2.9µM*	5%	-16%
CN(CC(=O)Nc1cccnc1)S(=O)(=O)c1ccccc1	-8%	0%	-1%
Fc1ccc(C2CC(c3ccco3)=Nc3ccccc3S2)cc1 (stereo unspecified)	?	8%	-21%
O=C(NCCCO)c1nnc(Cc2c(F)cccc2Cl)o1	-1%	0%	-4%
Cc1c(C)n(Cc2ccc(F)cc2)c2ccc(C(=O)NCCCN3CCOCC3)cc12	16µM*	9%	3%
CCn1c(=NC(=O)c2cccc(N3C(=O)CCC3=O)c2)sc2c(OC)ccc(OC)c21	18µM*	·	-14%
Cc1cc(C)nc(SCC(=O)c2c(N)n(C)c(=O)n(C)c2=O)n1	-22%	0%	-1%
Fc1ccccc1C1c2[nH]c3ccccc3c2CCN1CCCn1cccn1 (stereo unspecified)	?	·	-3%

Grouped by structure, the entries above containing a thiophene ring, fused or not
SMILES	TDP1 cell noCPT	TDP1 block	GCN5L2 inh
Cc1cc(OCC(=O)NCC(c2cccs2)N2CCOCC2)ccc1C(C)C (stereo unspecified)	?	1%	-3%
Cc1c(C(=O)NCc2ccccc2Cl)sc2ncnc(N(C)C3CCCCC3)c12	18µM*	3%	3%
O=C(c1ccc(Br)cc1)N(Cc1cccs1)c1ccc(F)cc1	?	-8%	-13%
N#C/C(=C\c1ccc(-c2cccc([N+](=O)[O-])c2)o1)C(=O)Nc1nc(-c2cccs2)cs1	?	·	0%
O=C(CSc1nnc(Cc2cccs2)n1-c1ccccc1)NC1CCCCC1	?	2%	-1%
O=C(c1ccc(Br)s1)N(Cc1cccnc1)c1nc2ccc(F)cc2s1	-21%	0%	-4%
Nc1ccc(/C=C/C(=O)c2cccs2)cc1	?	0%	-3%

Additional records follow:
SMILES	TDP1 cell noCPT	TDP1 block	GCN5L2 inh
CCOC(=O)c1ccc(Nc2cc(C)nc(N3CCOCC3)n2)cc1	?	4%	-8%
Oc1ccc(Nc2nc(-c3ccccc3O)nc3ccccc23)cc1	?	·	-2%
COc1ccc(Nc2cc(C(=O)NCCCN3CCOCC3)c3ccccc3n2)c(OC)c1	-25%	8%	-11%
CC[n+]1c(C)sc2c(C)cc(C)cc21	?	0%	-18%
Cn1c(Cc2ccccc2)n[nH]c1=S	13%	-6%	1%

Quoted from the listing:
Cc1cccc(NCCC(=O)c2ccc(Br)cc2)c1 | GCN5L2 inh: 1%
Cc1ccc(C)c(N(C(=O)CNC(=O)c2ccco2)C(C(=O)NC2CCCCC2)c2ccncc2)c1 (stereo unspecified) | GCN5L2 inh: -5%
O=C(Nc1cccnc1)C1CCCN(S(=O)(=O)c2ccccc2)C1 (stereo unspecified) | GCN5L2 inh: -3%
CCn1c(=NC(=O)c2cccc(N3C(=O)CCC3=O)c2)sc2c(OC)ccc(OC)c21 | TDP1 cell noCPT: 18µM*
O=C(NCCCO)c1nnc(Cc2c(F)cccc2Cl)o1 | TDP1 block: 0%
